TPT1 inh: Candida albicans TPT1 enzyme inhibitors, primary screen, biochemical, fluorescence polarization | tRNA 2'-phosphotransferase TPT1 (Candida albicans SC5314) | recombinant caTPT1, FP RNA substrate dephosphorylation | inhibition, % at 5 µM | 300,000 compounds, 0.81% hits | AID 1962, 2009;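 active = inhibition above the mean of all tested compounds plus 3 SD, set per screening campaign, cut at about 24% in these data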;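 also: plate controls were DMSO alone for no effect and ferristatin control at 100 nM for full effect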
PP5 primary: PP5 phosphatase inhibitors, primary screen, biochemical, fluorescence | 320,000 compounds, 0.18% hits | Serine/threonine-protein phosphatase 5 (Homo sapiens), P53041 | inhibition, % at 6.7 µM | AID 1987, 2009 | purified PP5c, OMFP substrate fluorescence;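 active = inhibition above the campaign's mean inhibition across all tested compounds plus 3 SD, cut at about 9.5% in these data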;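 also: 0% = DMSO only and 100% = 100 µM cantharidin control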
Target sequence (P53041 whole entry, looked up): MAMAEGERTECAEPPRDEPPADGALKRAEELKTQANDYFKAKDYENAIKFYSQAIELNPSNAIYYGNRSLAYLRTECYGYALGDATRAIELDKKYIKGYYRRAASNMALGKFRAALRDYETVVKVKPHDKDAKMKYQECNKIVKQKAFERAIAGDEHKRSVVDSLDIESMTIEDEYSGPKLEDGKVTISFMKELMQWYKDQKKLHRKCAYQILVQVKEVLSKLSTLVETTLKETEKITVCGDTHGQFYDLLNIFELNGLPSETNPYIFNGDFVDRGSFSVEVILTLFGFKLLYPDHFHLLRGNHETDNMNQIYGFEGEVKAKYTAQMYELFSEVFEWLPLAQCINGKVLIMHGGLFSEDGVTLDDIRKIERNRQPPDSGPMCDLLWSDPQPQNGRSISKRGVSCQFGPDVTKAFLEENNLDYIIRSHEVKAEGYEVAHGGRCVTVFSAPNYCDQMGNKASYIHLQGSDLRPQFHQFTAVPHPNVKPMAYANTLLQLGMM
core dimer inh: inhibitors of HCV core protein dimerization, primary screen, biochemical, TR-FRET, high-throughput; TR-FRET GST/Flag-core106 dimerization, 1536-well; inhibition, % at 5 µM; 300,000 compounds, 0.33% hits; AID 1899, 2009;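 active = inhibition above the mean of all tested compounds plus 3 SD, set per screening campaign, cut at about 45% in these data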
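Material: Tagged HCV core106 pair (GST and Flag) | Amount: GST-core106 13.5 nM, Flag-core106 17 nM | Medium: KF-containing HEPES buffer, pH 7.45, DTT, CHAPS, BSA | Reagent: Eu donor and XL665 acceptor anti-tag antibodies | Schedule: 4 h at 22.5 °C | Technique: Time-resolved FRET, ex 340 nm, em 617 and 671 nm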
PP1 inh: PP1-alpha phosphatase inhibitors, primary screen, counter-screen for PP5 inhibitor project, biochemical, fluorescence, OMFP substrate, single point. Serine/threonine-protein phosphatase PP1-alpha catalytic subunit (Homo sapiens), P62136. purified PP1alpha. inhibition, % at 6.7 µM. AID 2235, 2010. 320,000 compounds, 0.9% hits;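 active = inhibition above the mean inhibition of all tested compounds plus 3 SD, computed separately for each screening campaign, cut at about 15% in these data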
JMJD2C inh: inhibitors of GASC-1 histone demethylase, primary screen, biochemical, fluorescence, DELFIA europium | Lysine-specific demethylase 4C (Homo sapiens), Q9H3R0 | GST-JMJD2C(1-420) H3K9me3 demethylation | inhibition, % at 2.35 µM | 330,000 compounds, 0.069% hits;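 active = more than half of a compound's replicate wells show inhibition beyond 50%, single wells judged on their own value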;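 also: signal counts dimethyl H3K9 product captured on neutravidin plate; 0% = median of DMSO wells and 100% = 0.3 times that DMSO median; strong numbers were not always called active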
Target sequence (Q9H3R0 1-420 limits assumed): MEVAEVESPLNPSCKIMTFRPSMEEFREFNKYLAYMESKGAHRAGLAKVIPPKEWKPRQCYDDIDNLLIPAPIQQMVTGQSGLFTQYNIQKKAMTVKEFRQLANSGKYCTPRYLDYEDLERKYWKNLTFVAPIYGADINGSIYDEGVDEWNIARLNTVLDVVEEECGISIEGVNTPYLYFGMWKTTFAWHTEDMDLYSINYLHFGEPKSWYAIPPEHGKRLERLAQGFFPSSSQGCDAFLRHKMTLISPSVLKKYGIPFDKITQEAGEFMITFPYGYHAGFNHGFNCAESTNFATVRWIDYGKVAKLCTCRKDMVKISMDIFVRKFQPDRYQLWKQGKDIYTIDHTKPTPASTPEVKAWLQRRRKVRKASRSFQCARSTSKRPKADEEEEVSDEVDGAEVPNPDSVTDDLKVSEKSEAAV
CTSL1 counter: Fasciola hepatica cathepsin L1 inhibitors, primary screen, counter-screen for PFM18AAP inhibitor project, biochemical, QFRET, fluorogenic peptide substrate; recombinant F. hepatica cathepsin L1, Z-Leu-Arg-MCA fluorescence; inhibition, % at 5.96 µM; 300,000 compounds, 0.49% hits; AID 1906, 2009;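 active = inhibition above the mean of all tested compounds plus 3 SD, set per screening campaign, cut at about 17% in these data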;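 also: 0% = plate median of test compound wells and 100% = 1 µM Z-Phe-Ala-diazomethylketone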
EBNA-1 inh: EBNA-1 DNA-binding inhibitors, primary screen, biochemical, fluorescence polarization. inhibition, % at 14.8 µM. 300,000 compounds, 0.34% hits; in the data active = inhibition above about 28%
Yeast superoxide: reduction of superoxide in aged yeast, primary screen, HTS; superoxide response (% of plate mean), % at 10 µM; AID 2690, 2010; S. cerevisiae aged cells, superoxide DHE fluorescence; hits give low values; 330,000 compounds, 0.18% hits;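 active = superoxide response under a set limit, about three screen SD below normal, cut at about 65% in these data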;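 also: yeast aged for seven days with compound at 30 °C before DHE staining; 100% = average MFI of all compound-treated wells on the plate with controls excluded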
ZTA counter: blocks Epstein-Barr virus ZTA, an EBNA-1 counter-screen; ZTA-DNA binding, fluorescence polarization; inhibition, % at 11 µM; 320,000 compounds, 0.15% hits; in the data active = inhibition above about 33%
* marks the source's active call; other numbers are inactive results; i = inactive; . = no result given; & = joins results of further samples.

SMILES	TPT1 inh	PP5 primary	core dimer inh	PP1 inh	JMJD2C inh	CTSL1 counter	EBNA-1 inh	Yeast superoxide	ZTA counter
Cc1cc(S(=O)(=O)N2CCOCC2)ccc1OCC(=O)NCc1ccccn1	0	1.4	4	-2	-7	-4	-6	90	-21
CC(=O)Oc1ccc(-c2cccc(C(=O)O)c2)cc1	-2	1.6	-5	1	2	-4	3	98	-1
O=C(c1ccc(-c2ccccc2Cl)o1)N1CCCC(C(F)(F)F)C1 (stereo not drawn)	.	0.0	.	-3	-33	.	.	104	24
COc1ccccc1CNC(=O)C1CCN(S(=O)(=O)c2ccc3c(c2)NC(=O)CO3)CC1	-3	2.2	-11	-10	-2	-4	-2	104	-14
O=C(Nc1ccc(O)c2c(=O)cc(-c3ccccc3Cl)oc12)c1ccc(Cl)c(Cl)c1	-1	1.6	8	-1	23	1	1	109	7
O=C(NCCC1=CCCCC1)c1ccc(Cl)c([N+](=O)[O-])c1	3	-2.9	-5	0	8	-4	-17	77	3
CCCCn1c(NC(=S)Nc2ccccc2)nc2ccccc21	-1	1.1	18	8	-23	1	-2	101	1
O=C(CNC(=O)c1ccc(Br)o1)NNC(=O)COc1ccccc1Cl	.	-3.0	.	-6	2	.	.	92	7
COc1ccc(C)cc1S(=O)(=O)N1CCc2ccccc2C1	-1	3.6	9	-1	1	0	2	101	4
N#Cc1ccc(C(CC(=O)O)N2Cc3ccccc3C2=O)cc1 (stereo not drawn)	-1	1.4	-7	2	-21	0	-7	92	-5
Cc1ccc(NC(=O)CN2CCCCC2)c2c1CC(C)(C)O2	-24	1.9	-2	3	39	1	-7	94	-4
NNCCc1ccccc1	-4	-1.5	-6	1	-8	1	5	91	-5

Single records, as listed above. Screens in order: TPT1 inh | PP5 primary | core dimer inh | PP1 inh | JMJD2C inh | CTSL1 counter | EBNA-1 inh | Yeast superoxide | ZTA counter
Listed for COc1ccccc1CNC(=O)C1CCN(S(=O)(=O)c2ccc3c(c2)NC(=O)CO3)CC1 : -3 | 2.2 | -11 | -10 | -2 | -4 | -2 | 104 | -14
Listed for Cc1ccc(NC(=O)CN2CCCCC2)c2c1CC(C)(C)O2 : -24 | 1.9 | -2 | 3 | 39 | 1 | -7 | 94 | -4

(more compounds)
SMILES	TPT1 inh	PP5 primary	core dimer inh	PP1 inh	JMJD2C inh	CTSL1 counter	EBNA-1 inh	Yeast superoxide	ZTA counter
CCOc1cnc(C(=O)NNC(=O)C(Br)C(C)C)o1 (stereo not drawn)	-2	-1.1	-2	-3	2	-1	-1	108	-7
CCCNC(=O)c1noc2c1CCc1ccccc1-2	-3	-0.1	-5	-2	-1	3	2	92	5
O=C(Cc1ccc(Cl)cc1)NCCc1c[nH]c2ccccc12	-1	-0.8	8	0	-3	-4	3	86	23
CCOC(=O)/C(C#N)=C/Nc1cc(OC)ccc1OC	-1	0.6	6	-2	-7	-1	10	99	2
CCCCn1c(N)c(N(CCOC)C(=O)c2cc(-c3ccco3)nc3ccccc23)c(=O)[nH]c1=O	-1	2.4	14	-2	9	3	0	118	-7
COc1cccc(NS(=O)(=O)c2c(C)n(C)c(=O)n(C)c2=O)c1	0	1.5	4	-2	-5	-4	-6	88	1
O=C(c1cc(S(=O)(=O)N2CCOCC2)ccc1F)N1CCCc2ccccc21	2	-1.6	1	3	0	-1	-3	107	1
Cc1ccc(Sc2ncccc2NC(=O)c2ccccc2Cl)cc1	-1	1.4	-10	1	-6	-4	-4	83	-6
COc1ccc(NC(=S)NCCN2CCC(C)CC2)cc1Cl	-4	0.0	-3	-3	18	-6	-7	98	-5
Cc1ccc([C@@H]2CC=C(C(=O)O)[C@H](c3cccc(Cl)c3)N2S(=O)(=O)c2ccc(C)cc2)cc1	-3	0.1	33	6	3	5	9	84	18
Cn1cncc1COC(=O)c1ccc(Cl)cc1	-2	1.6	1	-4	-12	2	6	102	3
C=CCSc1nnc(-c2cc3c(s2)-c2ccccc2CC3)o1	-5	0.2	-5	5	-7	3	-11	80	-15

Looked up above:
In EBNA-1 inh, CCOC(=O)/C(C#N)=C/Nc1cc(OC)ccc1OC is entered as 10
In JMJD2C inh, CCCNC(=O)c1noc2c1CCc1ccccc1-2 is entered as -1
In CTSL1 counter, COc1ccc(NC(=S)NCCN2CCC(C)CC2)cc1Cl is entered as -6
In ZTA counter, C=CCSc1nnc(-c2cc3c(s2)-c2ccccc2CC3)o1 is entered as -15
In core dimer inh, O=C(c1cc(S(=O)(=O)N2CCOCC2)ccc1F)N1CCCc2ccccc21 is entered as 1
In JMJD2C inh, Cc1ccc([C@@H]2CC=C(C(=O)O)[C@H](c3cccc(Cl)c3)N2S(=O)(=O)c2ccc(C)cc2)cc1 is entered as 3
In PP1 inh, COc1cccc(NS(=O)(=O)c2c(C)n(C)c(=O)n(C)c2=O)c1 is entered as -2

The main list resumes with the 4 entries that preceded the break.
SMILES	TPT1 inh	PP5 primary	core dimer inh	PP1 inh	JMJD2C inh	CTSL1 counter	EBNA-1 inh	Yeast superoxide	ZTA counter
COc1ccc(NC(=S)NCCN2CCC(C)CC2)cc1Cl	-4	0.0	-3	-3	18	-6	-7	98	-5
Cc1ccc([C@@H]2CC=C(C(=O)O)[C@H](c3cccc(Cl)c3)N2S(=O)(=O)c2ccc(C)cc2)cc1	-3	0.1	33	6	3	5	9	84	18
Cn1cncc1COC(=O)c1ccc(Cl)cc1	-2	1.6	1	-4	-12	2	6	102	3
C=CCSc1nnc(-c2cc3c(s2)-c2ccccc2CC3)o1	-5	0.2	-5	5	-7	3	-11	80	-15
CCOc1cccc(C2C(C(=O)c3ccc(C)o3)=C(O)C(=O)N2c2nccs2)c1 (stereo not drawn)	-98	-0.7	24	22*	-16	-2	-10	101	-2
COc1ccc(OC)c(NC(=O)c2cccc(N3C(=O)C4C5C=CC(C6CC56)C4C3=O)c2)c1 (stereo not drawn)	-4	-0.7	0	2	-4	0	-1	105	1
CCN(C(=O)CSc1nnc(-c2cccs2)n1N)c1c(N)n(Cc2ccccc2)c(=O)[nH]c1=O	-1	0.8	-1	6	26	6	0	110	-1
CCCCC(C(=O)NCCC(C)C)N(CCCN1CCOCC1)C(=O)c1snc(C(N)=O)c1N (stereo not drawn)	-4	-1.9	0	-3	i	1	2	92	5
COC(=O)c1[nH]c2ccccc2c1NC(=O)CN1CCN(c2cccc(OC)c2)C(C)C1 (stereo not drawn)	-8	1.4	6	4	-23	-3	26	107	5
CC/C=C/C(=O)N1CC2(CC(c3cccc(NC(=O)CC)c3)=NO2)C[C@H]1C(N)=O (stereo partly drawn)	-6	-1.5	-7	-4	-7	1	7	96	-3
Cc1ccc(S(=O)(=O)C2(C(=O)N3CCN(c4cc(C)ccc4C)CC3)CC2)cc1	2	1.2	4	-1	9	-3	-10	118	11
CCOC(=O)c1sc2nc(C)[nH]c(=O)c2c1C	-3	1.9	-3	3	1	0	7	84	-11
Cc1cc(C(=O)NN=C2CCCCCC2)c(C)o1	-3	-0.8	-14	1	23	6	-7	93	-8
O=C(Nc1nnc(S(=O)(=O)N2CCOCC2)s1)c1ccc(Cl)cc1	4	-1.2	2	1	46	4	-2	82	5
CCn1c(SCC(=O)Nc2ccccc2Cl)nnc1C1CC1	-6	1.4	0	-1	-5	-2	4	108	17
COc1ccc(C(=O)c2sc(Nc3ccccc3)nc2C)cc1	2	1.6	20	2	-13	5	5	92	12
CC(=O)Nc1ccc(S(=O)(=O)c2c(N)n(CCN3CCOCC3)c3nc4ccccc4nc23)cc1	0	0.1	0	-4	16	3	7	118	-12
CNC(=O)CNC(=O)Nc1ccc(C)cc1	1	0.3	-4	-1	5	-6	6	129	20
O=C(N/N=C/c1ccc(O)c(O)c1)C1CC1	5	1.4	-2	0	.	0	3	89	3
CSc1ccccc1NC(=O)COC(=O)CSc1ccc(C)cc1	-2	-0.5	-9	3	-4	-4	4	100	10
CC1CCCC(C)N1C(=O)Cn1c(SCC(=O)NCc2ccc3c(c2)OCO3)nc2ccccc21 (stereo not drawn)	0	2.8	-2	3	-10&-3	-3	-2	96	-19
O=C(CN(Cc1ccc2c(c1)OCO2)C(=O)CNS(=O)(=O)c1ccccc1)NCc1ccco1	2	1.2	3	-2	3&-9	0	-9	104	-4
CCS(=O)(=O)c1ccc2oc(SCC(=O)N3c4ccccc4CC3C)nc2c1 (stereo not drawn)	-5	-0.1	-2	0	-5	3	12	107	1
O=C(O)c1ccc(NC2=C(n3nnc4ccccc43)C(=O)c3ccccc3C2=O)cc1	-2	-1.2	-5	-3	-10	34*	-6	146	-10
CSc1nc2ncc3c(n2n1)CC1c2ccccc2CCN1C3=O (stereo not drawn)	-2	4.5	4	-2	-3	2	2	108	9
CCOC(=O)c1[nH]c2cc3c(cc2c1NC(=O)CN1CCC(C)CC1)OCO3	-4	-1.9	7	-8	5	13	10	104	4
COc1ccc(C(=O)NC2CCN(C(=S)Nc3cc(C)ccc3C)CC2)cc1	1	-1.1	-3	-4	12	-4	5	94	8
O=C(CSc1nc2ccccc2c(=O)[nH]1)NCc1ccc(Cl)cc1	-5	1.3	1	-2	2	3	-5	99	-8
COc1ccc(-n2c(=O)c(CCC(=O)N(C)Cc3ccccc3C)nc3ccccc32)cc1	3	1.4	27	0	-3	11	3	94	14
COc1ccc(Oc2coc3cc(OC(=O)/C=C/c4ccccc4)ccc3c2=O)cc1	-3	0.4	4	0	25	-6	10	88	-6
CCN(C(=O)CSc1nnc(Nc2cccc(C)c2C)s1)C1CCS(=O)(=O)C1 (stereo not drawn)	0	0.6	-5	3	-1	-4	3	82	2
COc1ccc(-c2noc(CCC(=O)Nc3cccnc3)n2)cc1	-4	0.5	-15	0	-5	-1	1	80	-14
CCN1C(=O)N(C)C2(c3ccccc3)N(C)C(=O)N(C)C12c1ccccc1 (stereo not drawn)	-6	0.7	2	0	3	-1	0	84	6
COC(=O)CCc1nc2ccccc2nc1OC	2	-0.3	1	-4	7	-2	-6	91	11
CC(C)CC(=O)Nc1c2c(nn1-c1cccc(Cl)c1)CS(=O)C2 (stereo not drawn)	-1	0.8	-2	3	-1	-4	-20	89	5
S=c1[nH]ncn1/N=C/c1cccc(Oc2ccccc2)c1	2	-0.7	1	-1	2	5	-1	94	-5
O=C(Cn1cc(S(=O)(=O)Cc2cccc([N+](=O)[O-])c2)c2ccccc21)N1CCOCC1	0	-0.1	1	-3	4	-2	-2	101	-9
COC(=O)c1ccc2[nH]c3cccc(/C(=C/c4ccccc4)c4ccccc4)c3c2c1	-2	0.4	-3	-3	-5	4	2	100	14
COC(=O)CCC(=O)Nc1cccc(Cl)c1	-1	-0.7	-3	4	16	3	5	97	8
